# KB-3-1 cytotox: qHTS assay for MDR1-selective chemotherapeutics: Primary screen using the parental adenocarcinoma cell KB-3-1; KB-3-1 viability, CellTiter-Glo ATP luminescence, 72 h; 1.4% of 400,000 active; AID 1347075, 2019; Potency, µM (titrated, usually from 46.1 µM), inactives show at the top dose activity change, negative = cytotoxic, hits mostly cytotoxic; note: potency is the fitted concentration of half-maximal effect; % is set by controls: 0 for no effect and ±100 for the full control effect; nearly all actives have a fitted effect of over 60% in size
#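 Parental KB-3-1 adenocarcinoma cells in phenol-red-free DMEM with 10% FBS were pin-treated with compounds at several concentrations, incubated 72 h at 37 °C, and viability read by CellTiter-Glo luminescence; concentration-effect curves were fitted after normalization.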
# IL-1B inflam inh: qHTS for Inhibitors of Inflammasome Signaling: IL-1-beta AlphaLISA Primary Screen; THP-1 LPS/ATP IL-1B secretion, AlphaLISA, 16 h; hits give low values; activity change, % at 57.5 µM; 4.7% of 360,000 active; AID 743279, 2014; in the data active = activity change below about -50%; inconclusive = mostly about -30% to -49%; note: % is set by controls: 0 for no effect and ±100 for the full control effect
#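 Secreted IL-1B measured by AlphaLISA bead assay after 16 h compound exposure of THP-1 cells; compounds (final up to 57.5 uM) added 1 h before LPS (250 ng/mL) and ATP (1.25 mM) stimulation; lower signal means less secretion.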
# D3 ag: qHTS of D3 Dopamine Receptor Agonist: qHTS | D3R DiscoveRx beta-arrestin cells, luminescence, 90 min | 0.58% of 410,000 active | D(3) dopamine receptor (Homo sapiens), P35462 | max activation, %; in the data active = max activation above about 30%; note: 0% is about no effect; mostly tested at two doses, the higher about 12 µM
# Target sequence (P35462 whole entry, looked up): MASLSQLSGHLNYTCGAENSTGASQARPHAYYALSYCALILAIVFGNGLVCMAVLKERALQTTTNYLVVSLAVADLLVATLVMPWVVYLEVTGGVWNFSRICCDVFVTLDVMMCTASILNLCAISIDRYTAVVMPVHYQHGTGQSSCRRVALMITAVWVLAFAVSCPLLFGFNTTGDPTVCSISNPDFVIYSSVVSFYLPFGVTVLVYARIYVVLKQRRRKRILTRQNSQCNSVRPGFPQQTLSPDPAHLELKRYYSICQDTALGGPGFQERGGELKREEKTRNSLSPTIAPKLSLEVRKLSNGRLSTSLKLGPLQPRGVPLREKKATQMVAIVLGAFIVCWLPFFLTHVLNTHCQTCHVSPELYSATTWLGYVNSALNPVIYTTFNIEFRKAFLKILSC
#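 Agonist mode: compounds and dopamine controls were applied to plated cells for 90 min at 37 degrees C after an overnight attachment at 1500 cells/well. Luminescent read-out followed 30 - 60 minutes at room temperature with DiscoveRx detection reagent.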
# GLP1R ag: qHTS of GLP-1 Receptor Agonists; Glucagon-like peptide 1 receptor (Homo sapiens), P43220; HEK293 GLP-1R CRE-luciferase, luminescence, 4-6 h; cells express a hypersensitive GLP-1R form; Potency, µM (titrated, usually from 45.6 µM), inactives show at the highest dose activation, actives largely listed as activators; 0.007% of 380,000 active; note: potency is the fitted concentration of half-maximal effect; % of control where 0% means no effect
# Target sequence (P43220 whole entry, looked up): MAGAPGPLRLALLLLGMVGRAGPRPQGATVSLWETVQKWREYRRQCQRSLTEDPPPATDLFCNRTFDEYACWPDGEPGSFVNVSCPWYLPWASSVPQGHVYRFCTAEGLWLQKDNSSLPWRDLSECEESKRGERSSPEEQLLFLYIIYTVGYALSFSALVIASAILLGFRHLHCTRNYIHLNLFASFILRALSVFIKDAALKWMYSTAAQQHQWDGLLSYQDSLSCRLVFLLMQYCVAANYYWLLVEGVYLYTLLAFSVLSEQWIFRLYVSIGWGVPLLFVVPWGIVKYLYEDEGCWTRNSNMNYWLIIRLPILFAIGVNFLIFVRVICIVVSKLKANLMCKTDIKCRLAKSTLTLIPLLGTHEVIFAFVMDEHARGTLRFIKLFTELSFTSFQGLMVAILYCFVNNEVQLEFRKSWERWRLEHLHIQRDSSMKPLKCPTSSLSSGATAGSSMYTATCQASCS
# D3 antag: qHTS of D3 Dopamine Receptor Antagonist: qHTS; max response, negative = inhibition, %; 2.5% of 360,000 active; D3R cells, DiscoveRx beta-arrestin luminescence, antagonist mode; hits give low values; in the data active = max response below about -50%; inconclusive = no clear call, values can overlap the other calls; note: % is set by controls: 0 for no effect and ±100 for the full control effect; mostly tested at two doses, the higher about 12 µM
#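 Cells expressing the human receptor were seeded at 1500 cells/well, incubated overnight at 37 degrees C in 5% CO2, then exposed to library compounds with dopamine controls for 90 minutes at 37 degrees C before luminescent detection.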
# HT1080 IDH1KD tx: qHTS for induction of synthetic lethality in tumor cells producing 2HG: qHTS for the HT-1080-IDH1KD cell line; HT-1080 IDH1 knockdown viability, ATP luminescence, 48 h; Potency, µM (series often up to 46.1 µM), for the others: at the top dose activity, negative = toxicity, hits mostly cytotoxic; 2% of 360,000 active; AID 686971, 2013;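 note: potency is the fitted concentration of half-maximal effect; 0% = DMSO wells and -100% = cell-free medium wells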
#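 IDH1KD HT-1080 cells, 750/well, RPMI + 5% FBS; compound pinned after 2 h settling; 48 h, 37 °C; CellTiter-Glo luminescence; % activity normalised to DMSO and no-cell wells; curves fitted, classed by r2 and efficacy.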
# SW480 rereplic: A quantitative high throughput screen for small molecules that induce DNA re-replication in SW480 colon adenocarcinoma cells; SW480 DNA re-replication, Hoechst DNA content imaging, 48 h; Potency, µM (highest dose often 46.1 µM), without a hit: at the top dose re-replication activation, usual class: activators; 1.8% of 340,000 active; note: potency is the fitted concentration of half-maximal effect; % of control where 0% means no effect; nearly all actives have a fitted effect of over 55% in size
#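 Image-based DNA-content assay: after two days of treatment, nuclei were labelled with the DNA dye Hoechst and imaged, and hits were compounds raising the count of nuclei showing high fluorescence intensity.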
# KB-V1 MDR tox: qHTS assay for MDR1-selective chemotherapeutics: Primary screen using the drug-selected MDR subline cells KB-V1 | Potency, µM (series often up to 46.1 µM), for the others: top-dose activity change, negative = cytotoxicity, hits mostly cytotoxic | 3.4% of 400,000 active | KB-V1 MDR cells viability, CellTiter-Glo, 72 h; note: potency is the fitted concentration of half-maximal effect; % is set by controls: 0 for no effect and ±100 for the full control effect; nearly all actives have a fitted effect of over 60% in size
#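 Cytotoxicity toward P-gp-expressing KB-V1 cells was determined as loss of CellTiter-Glo luminescence after 72 h at 37 degrees C. Compounds were tested in quantitative HTS format across a concentration range, with curves fitted to normalized data.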
# HT1080NT lethal: qHTS for induction of synthetic lethality in tumor cells producing 2HG: qHTS for the HT-1080-NT fibrosarcoma cell line; AID 686970, 2013; Potency, µM (highest dose often 46.1 µM), for inactives: at the top dose activity, negative = less viability, hits mostly cytotoxic; HT-1080-NT fibrosarcoma viability, CellTiter-Glo ATP luminescence, 48 h; 1.6% of 360,000 active;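 note: NT is the 2HG producing partner of a matched IDH1 knockdown line; potency is the fitted concentration of half-maximal effect; 0% = DMSO-treated cells and -100% = media-only wells without cells; nearly all actives have a fitted effect of over 55% in size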
#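 Compounds were tested in concentration-response format on HT-1080-NT cells for 48 hours at 37 degrees C. Cell viability came from CellTiter-Glo luminescence; curves were classified by r2, response magnitude and activity.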
# An asterisk follows results filed as active; i = inactive; ? = inconclusive; . = no result given; [ ] = dose if it differs, or a comment. Unless noted, calls come from the whole dose curve; as a rule, active = well fitted curve in the direction sought with a large enough effect; inconclusive = small, poorly fitted or top-dose-only effect, or another doubt; inactive = no such curve, though single readings can be large; an effect the other way counts as inactive or inconclusive.
SMILES,KB-3-1 cytotox,IL-1B inflam inh,D3 ag,GLP1R ag,D3 antag,HT1080 IDH1KD tx,SW480 rereplic,KB-V1 MDR tox,HT1080NT lethal
CC(NC(=O)CSc1nnc(-c2cccnc2)n1N)c1ccccc1 (centres undefined),13%,7,-5,1%,4,18%,-4%,2%,16%
Cc1ccccc1C(=O)Oc1ccc(-c2csnn2)cc1,8%,12,3,12%,8,-1%,?,11%,3%
COc1ccc(C2Nc3ccccc3C(=O)N2c2ccc(C)cc2)cc1Cn1nnc2ccccc21 (centres undefined),-11%,?,-8,7%,?,-4%,2%,?,-14%
COc1ccccc1-n1c(SCC(=O)N(C)C2CCS(=O)(=O)C2)nc2ccccc2c1=O (centres undefined),7%,7,0,0%,10,6%,-18%,3%,18%
CCOC(=O)c1cnc(-n2nc(C)cc2C)[nH]c1=O,-4%,18,-14,-3%,-1,-13%,5%,-20%,-1%
CSc1ccc(CNC(=O)Cn2nc(C)c3c(C)n(-c4ccc(C)cc4)nc3c2=O)cc1,-12%,14,3,3%,4,-4%,0%,-17%,-1%
C=CC(C)N1C(=O)S/C(=C\c2ccc(N3CCOCC3)cc2C)C1=O (centres undefined),?,-77*,3,16%,20,2%,?,?,7%
O=C(Nc1ccc(C(=O)N2CCOCC2)cc1)c1ccc([N+](=O)[O-])cc1,?,18,4,5%,1,-1%,-29%,5%,0%
Cc1oc(-c2ccc(Cl)cc2)nc1CN1CCC(C(=O)NCCCN2CCCC(C)C2)CC1 (centres undefined),?,?,-7,15%,-15,16µM*,?,21%,13µM*
CCN(C(=O)CSc1nnnn1C)c1c(N)n(Cc2ccccc2)c(=O)[nH]c1=O,5%,8,5,0%,-3,6%,?,0%,15%
Oc1[nH]c2ccccc2c1C=NCC1CCCO1 (centres undefined),4%,-13,3,1%,-4,12%,-12%,1%,8%
Cn1c(CC(=O)NNC(=O)c2ccc(Cl)nc2)nc2ccccc21,12%,11,2,-18%,7,24%,-13%,13%,11%
COc1cccc(NC(=O)N2CCC(C(N)=O)(N3CCCCC3)CC2)c1,-2%,27,-16,-3%,39,-1%,-6%,5%,10%
COc1ccccc1C(=O)NCC(=O)N/N=C/c1cn[nH]c1-c1ccccc1,20%,?,0,18%,21,-6%,-21%,-2%,7%
CN(CC(=O)NC1CCCCCC1)S(=O)(=O)c1ccc(F)cc1,-8%,i,2,22%,12,-11%,-9%,-27%,-3%
CC(=O)/C(=N/Nc1ccc(C)cc1)Sc1nnc(CCc2ccccc2)n1-c1ccccc1,?,-11,-1,3%,-25,-2%,-7%,-10%,-3%
O=C(O)C1=C[C@H](c2ccccc2)C[C@H](OCc2ccc(CO)cc2)O1,10%,7,4,-4%,-19,5%,-18%,?,2%
Cc1cccc(NC(=O)CN(C)C(C)C(=O)Nc2ccc(S(=O)(=O)N3CCCC3)cc2)c1C (centres undefined),-2%,-2,5,10%,1,1%,10%,?,3%
COc1ccc(NC(=O)Cn2nnc(-c3ccccc3)c2COc2ccc(C(C)=O)cc2)cn1,0%,-5,4,22%,7,11%,.,-1%,12%
O=c1c2ccccc2nnn1COc1cccc(Cl)c1,1%,-19,-1,4%,-4,6%,0%,3%,10%
O=C(NCCc1ccc(Cl)cc1)c1cnccn1,1%,-1,5,-3%,1,3%,1%,?,9%
CCOC(=O)C1CCCN(CC(=O)Nc2nccs2)C1 (centres undefined),-8%,7,1,-1%,13,14%,1%,?,16%
C[C@H]1CN([C@@H](C)CO)S(=O)(=O)c2ccc(Br)cc2O[C@H]1CN(C)C(=O)Cc1ccncc1,0%,-1,7,13%,0,21%,.,6%,17%
COCCNCC(=O)Nc1ccccc1Sc1ccccc1,-1%,9,-3,5%,-12,11%,-6%,-5%,10%
COc1cccc(-c2cnc(C(O)c3cc(Cl)cc(Cl)c3)[nH]2)c1 (centres undefined),-6%,-20,-4,7%,?,?,.,-9%,?

# In another format: results already given
# The line under a structure holds: KB-3-1 cytotox | IL-1B inflam inh | D3 ag | GLP1R ag | D3 antag | HT1080 IDH1KD tx | SW480 rereplic | KB-V1 MDR tox | HT1080NT lethal
C[C@H]1CN([C@@H](C)CO)S(=O)(=O)c2ccc(Br)cc2O[C@H]1CN(C)C(=O)Cc1ccncc1
    0% | -1 | 7 | 13% | 0 | 21% | . | 6% | 17%
O=c1c2ccccc2nnn1COc1cccc(Cl)c1
    1% | -19 | -1 | 4% | -4 | 6% | 0% | 3% | 10%
Cc1oc(-c2ccc(Cl)cc2)nc1CN1CCC(C(=O)NCCCN2CCCC(C)C2)CC1 (centres undefined)
    ? | ? | -7 | 15% | -15 | 16µM* | ? | 21% | 13µM*
CCOC(=O)c1cnc(-n2nc(C)cc2C)[nH]c1=O
    -4% | 18 | -14 | -3% | -1 | -13% | 5% | -20% | -1%

# Carrying on.
SMILES,KB-3-1 cytotox,IL-1B inflam inh,D3 ag,GLP1R ag,D3 antag,HT1080 IDH1KD tx,SW480 rereplic,KB-V1 MDR tox,HT1080NT lethal
CCCCNC(=O)C(=O)N/N=C/c1ccc(OCc2ccccc2)cc1,-3%,-7,2,-6%,-7,1%,12%,?,-4%
CC(=O)NC(C(=O)NCC(N)=O)C(C)C (centres undefined),-22%,8,29,-3%,13,2%,-2%,18%,-4%
O=C(NCCCn1ccnc1)c1cc(-c2ccc(Cl)cc2)nc2ccccc12,?,?,-17,2%,-13,?,0%,-16%,-29%
O=C(OC1CCN(c2ccc([N+](=O)[O-])cc2)CC1)c1ccccc1,-12%,-18,1,3%,14,1%,-11%,-3%,-1%
NC(=O)NOCc1ccc(Cl)cc1Cl,-16%,48,-3,15%,2,0%,-2%,?,2%
COc1ccc(C(=O)Nc2ccnn2C2CCN(C(=O)c3cnsn3)CC2)cc1,2%,-13,-1,-3%,-20,5%,-4%,20%,1%
C/C(=N\NS(=O)(=O)c1ccc(Br)cc1)c1cccs1,22%,20,-7,-3%,-20,0%,-1%,35%,-3%
CC(=O)N1CCc2c(sc(NC(=O)Cc3ccc(F)cc3)c2C(N)=O)C1,3%,-5,-2,-4%,1,-3%,5%,6%,13%
N#CC1=C(N)N2C(=C(C#N)C13CCCC3)Nc1ccccc12,-9%,4,1,5%,2,-17%,2%,?,-14%
Cc1ccc(-c2nc3cc(C(C)C)ccc3o2)cc1NC(=O)c1cccs1,-23%,.,8,14%,.,.,.,?,.
O=c1cc(O)nc2n1CCCS2,10%,-1,-3,-4%,5,19%,-3%[9.22 µM],11%,22%
O=C1c2ccccc2S(=O)(=O)N1CC(O)COc1ccc(Br)cc1 (centres undefined),-7%,7,0,23%,-14,13%,-4%,-13%,2%
O=[N+]([O-])c1ccc(NC(=S)N2CCN(S(=O)(=O)c3ccccc3)CC2)cc1,-23%,i,-1,-17%,?,-1%,?,-21%,-4%
CC1(C(=O)NS(=O)(=O)c2ccc(Cl)cc2)CCN1C(=O)CCc1ccccc1 (centres undefined),0%,3,7,-2%,16,1%,.,28%,?
CCc1ccccc1NC(=S)N1CCCCCC1,0%,-8,-1,5%,-12,12%,-2%,9%,0%
O=C(Nc1ccc(OC(F)(F)C(F)F)c(NC(=O)c2cccc(F)c2)c1)c1cccc(F)c1,-2%,-19,-1,2%,2,-9%,2%,-12%,-1%
COc1cc(NC(=O)C2CCN(S(=O)(=O)c3cccc4nonc34)CC2)cc(OC)c1,0%,1,7,-3%,0,8%[9.24 µM],9%,?,0%
CC(C)(C)C(=O)NC(=S)N1CCCC1,1%,3,6,-4%,2,14%,-10%,3%,4%
Cc1nn(CC(=O)Nc2ccc3c(c2)OCO3)c(C)c1[N+](=O)[O-],2%,0,-6,3%,?,-3%,-14%,-17%,15%
Cc1ccc(/C=C/C(=O)NCCc2cccc(Cl)c2)o1,11%,-65*,-3,-2%,-3,?,?,-22%,?
Cc1ccc([N+](=O)[O-])cc1S(=O)(=O)Nc1ccc(C(=O)N2CCN(C(=O)c3ccco3)CC2)cc1,0%,28,9,-8%,16,-2%,-29%,-1%,-4%
O=C(NN=Cc1ccc2c(c1)OCO2)c1ccncc1,-16%,-1,5,-1%,-20,-1%,-4%,?,-3%
NS(=O)(=O)c1ccc(NC(=O)COC(=O)C2CCCCC2)cc1,13%,3,2,9%,8,14%,-10%,-2%,21%
O=C(CCN1C(=O)/C(=C/c2ccccc2F)SC1=S)NCCCN1CCOCC1,-3%,-97*,20,-2%,5,-1%,-1%,4%,2%
CCOC(=O)c1[nH]c2c(c1-c1ccc(OC)cc1)C(=O)CC(c1ccc(OC)c(OC)c1)C2 (centres undefined),0%,.,-3,-6%,25,-30%,3%,0%,-25%
# Next section
SMILES,KB-3-1 cytotox,IL-1B inflam inh,D3 ag,GLP1R ag,D3 antag,HT1080 IDH1KD tx,SW480 rereplic,KB-V1 MDR tox,HT1080NT lethal
O=c1[nH]c(CSc2nnc3ccccn23)nc2ccccc12,15%,0,2,0%,2,27%,-1%,-4%,18%
Cn1c(SCc2ccccc2)nnc1-c1ccc(O)cc1,-2%,1,1,-1%,6,-3%,-11%,15%,4%
CCO[C@@H]1OC(C(=O)N2CCN(C)CC2)=C[C@H](C(C)(C)C)[C@H]1CCCO,0%,20,-39,-2%,?,-5%,-24%,11%,-1%
COc1ccc(C2C(C(=O)N3CCCCC3)c3ccccc3C(=O)N2C)cc1 (centres undefined),-1%,34,-4,7%,2,0%,?,?,-9%
CC(C)c1ccc(CNC(=O)CCc2ccccc2)cc1,-17%,19,0,-2%,26,1%,1%,0%,-5%
Cc1nnsc1SCCNC(=O)Nc1ccc(Cl)cc1,-3%,-8,0,19%,7,3%,-163%[inhibitor],?,21%
